High-throughput results (PubChem)
Growth percent in the NCI-60 one-dose screen (48 h, 10 µM unless noted): 100 = growth as untreated, 0 = no growth, -100 = all killed.
OVCAR-3: OVCAR-3 ovarian cancer | 7% of 79,000 active
PC-3: PC-3 prostate cancer cells; 3.9% of 80,000 active
OVCAR-4: OVCAR-4 ovarian cancer cells. 3.7% of 80,000 active
DU-145: DU-145 prostate cancer | 4.2% of 81,000 active | AID 1794760
OVCAR-5: OVCAR-5 ovarian cancer. 2.9% of 82,000 active. AID 1794783
HCC-2998: HCC-2998 colon cancer. 4.7% of 79,000 active. AID 1794799
KM12: KM12 colon cancer cells; 5% of 82,000 active
OVCAR-8: OVCAR-8 ovarian cancer. 4.4% of 81,000 active. AID 1794782
SW-620: SW-620 colon cancer; 5.2% of 82,000 active
An asterisk follows results filed as active; i = inactive; · = no result given; & = joins results of further samples; ! = not active in a repeat. How the source made its calls: active means growth percent below 10; inactive means the rest. This is a subset; rates above refer to the full screens.

SMILES	OVCAR-3	PC-3	OVCAR-4	DU-145	OVCAR-5	HCC-2998	KM12	OVCAR-8	SW-620
CC1(C)N=C(N)N=C(N)N1c1ccc(CCCC(=O)Nc2ccc(S(=O)(=O)F)cc2)cc1	113	23	89	73	55	89	36	92	42
Cc1ccc(C(=O)N2CC2C)cc1 (stereo not given)	131	111	·	·	111	106	121	113	115
CC(=O)O[C@H]1CC[C@@]2(C)C(=CC[C@H]3[C@@H]4C[C@@H](N5CC5)[C@H](C(C)=O)[C@@]4(C)CC[C@@H]32)C1	109	78	80	105	100	106	106	88	90
NC(N)=NC(N)=Nc1ccc(Cl)cc1	105	89	96	116	92	107	112	121	102
CC1NC(=O)NC(=O)C1Br (stereo not given)	130	98	102	114	98	99	115	105	113
O=C(O)c1nn(Cc2ccc(Cl)cc2)c2ccccc12	132	99	100	120	108	120	109	93	105
BrCc1ccc(Br)cc1	122	100	106	117	111	118	111	105	110
CCC1(Oc2ccccc2)C(=O)NC(=O)NC1=O	107&116	99	109&116	102&123	105&103	112&110	102&111	109&103	103&107
O=C(c1cccc(O)c1O)c1cn(Cc2ccc(F)cc2)c2cccc(O)c12	22	39	39	36	34	36	44	30	37
COc1ccc(/C=C\c2cc(OC)c(OC)c(OC)c2)cc1NC(=O)/C=C/c1ccc(OC)c(OC)c1	1.6*	32	59	16	55	-3.1*	27	44	39
Oc1ccc(Br)cc1CN1CCN(Cc2ccc(Cl)cc2)CC1	68	54	65	89	98	·	65	61	73
O=[N+]([O-])c1c(Cl)c(Cl)cc(Cl)c1Cl	115	84	106	110	98	110	110	114	108
CC12CCC3C(CCCC4CC(=O)CCC43C)C1CCC2O (stereo not given)	118	96	92	111	100	102	110	91	103
Cc1cc(N(CCCl)CCCl)ccc1C=Nc1ccc(-c2csc(Cc3ccccc3)n2)cc1	75	53	64	57	54	72	90	65	83
Cc1cc(N(CCCl)CCCl)ccc1C=Nc1ccccc1-c1ccccc1	88	85	99	61	43	97	97	74	67
COC1=C(C)C(=O)C2=C(C1=O)C(CO)N1C(C#N)C3CC4C(C1C2N1CCOC41)N3C (stereo not given)	-19*	-40*	·	1.7*	11	-87*	-61*	·	-28*
CCn1nnn(Cc2ccccc2)c1=N	110	95	102	109	99	115	108	109	102
O=C1NC(=O)C(Cc2ccccc2)(Cc2ccccc2)C(=O)N1	119	105	96	115	110	104	105	106	107
CN(N=O)C1CCCCC1	115	98	116	108	113	103	103	109	106
C1CC[C@@H]2NCCC[C@H]2C1	82	98	110	107	105	104	110	96	106
CN(C)COC(=S)SP(=O)(Oc1ccc(Cl)cc1Cl)SC(=S)OCN(C)C	111	104	117	·	103	119	126	107	120
O=C(Nc1ccncc1F)c1cn(Cc2ccc(Cl)cc2Cl)c2ccccc12	109	88	85	108	113	112	97	91	99
O=c1[nH]cc(N(CCCl)CCCl)c(=O)[nH]1	98	50	105	52	70	62	86	·	72
S=P(NCCSCc1ccccc1)(N1CC1)N1CC1	123	89	105	125	111	125	116	89	102
CCOP(=O)(OCC)N(CCCSC/C=C(\C)CC/C=C(\C)CCC=C(C)C)CCCN1CCN(C)CC1	89	52	85	95	97	92	65	86	81
Nc1ccc(P(=O)(O)O)cc1	110&107	93&99	91	107&119	100&98	96&100	100&109	98&101	106&103
O=P(O)(Oc1ccccc1)c1ccccc1	125	94	114	113	105	118	105	107	108
CC(=O)C(c1c(O)c2ccccc2oc1=O)c1cc(=O)oc2c1ccc1ccccc12 (stereo not given)	110	86	101	115	99	104	109	99	99
CN1C(=O)C(=Cc2cn(Cc3ccccc3)c3ccccc23)C(=O)N(C)C1=O	71	85	50	103	-7.0*	82	102	90	80
COc1ccc2c(c1)c(C1(O)CC(CSC#N)OC1=O)cn2C(=O)c1ccc(Cl)cc1 (stereo not given)	108	96	101	114	99	95	98	99	105
Clc1ccc(N2COOC3(OOC2)C2CC4CC(C2)CC3C4)cc1	4.4*	54	87	85	70	102	36	47	75
NNc1ccccc1	98	·	102	98	90	104	65	100	64
Cc1ccc(S(=O)(=O)N/N=C\c2ccc(N(CCCl)CCCl)cc2)cc1	99	77	·	95	101	101	100	79	87
O=C(O)CCCCCCCCC(=O)O (tested in a mixture with another compound)	121	99	98	117	101	110	132	·	104
Clc1ccc(-c2nc(-c3ccc(Cl)cc3)nc(N3CC3)n2)cc1	93	77	107	94	93	104	89	96	97
O=C1CCC(c2ccccc2)(c2ccccc2)C(=O)N1	118	102	105	109	105	106	103	104	109
COc1ccccc1N1CCN(CC(C)C)CC1	103	98	100	101	90	96	96	109	95
O=C1Nc2ccccc2C1(Cl)Cl	126	98	102	109	98	103	101	103	105
COC(=O)[C@@H](C)C[C@H](Cc1ccccc1)NC(=O)c1csc([C@@H](C[C@H](C(C)C)N(C)C(=O)[C@@H](NC(=O)[C@H]2CCCCN2C)C(C)C)OC(C)=O)n1	-24*	7.8*	45	10	26	13	4.5*	23	23
CN(C)P(=O)(Oc1ccccc1)N(C)C	119	98	104	112	106	103	108	107	106
c1ccc(CCN2CCCC2)nc1	104	96	110	105	109	108	101	104	99
OCCN1CCN(c2ccccc2Cl)CC1	113	88	168	133	90	·	102	102	110
O=[N+]([O-])c1cnc[nH]1	112	96	114	116	108	102	107	109	104
COc1ccc(CN2CCN(Cc3ccccc3)CC2)c(O)c1	81	86	100	97	101	89	100	98	99
Cc1ccc2nc(N)n(-c3ccccc3)c(=O)c2c1	126	91	97	101	92	112	101	106	109

Some of these compounds in order of length of the SMILES, smallest number first:
SMILES	OVCAR-3	PC-3	OVCAR-4	DU-145	OVCAR-5	HCC-2998	KM12	OVCAR-8	SW-620
NNc1ccccc1	98	·	102	98	90	104	65	100	64
c1ccc(CCN2CCCC2)nc1	104	96	110	105	109	108	101	104	99
Nc1ccc(P(=O)(O)O)cc1	110&107	93&99	91	107&119	100&98	96&100	100&109	98&101	106&103
O=[N+]([O-])c1cnc[nH]1	112	96	114	116	108	102	107	109	104
OCCN1CCN(c2ccccc2Cl)CC1	113	88	168	133	90	·	102	102	110
O=P(O)(Oc1ccccc1)c1ccccc1	125	94	114	113	105	118	105	107	108
CN(C)P(=O)(Oc1ccccc1)N(C)C	119	98	104	112	106	103	108	107	106
Cc1ccc2nc(N)n(-c3ccccc3)c(=O)c2c1	126	91	97	101	92	112	101	106	109
O=C1CCC(c2ccccc2)(c2ccccc2)C(=O)N1	118	102	105	109	105	106	103	104	109
COc1ccc(CN2CCN(Cc3ccccc3)CC2)c(O)c1	81	86	100	97	101	89	100	98	99
Clc1ccc(N2COOC3(OOC2)C2CC4CC(C2)CC3C4)cc1	4.4*	54	87	85	70	102	36	47	75
Clc1ccc(-c2nc(-c3ccc(Cl)cc3)nc(N3CC3)n2)cc1	93	77	107	94	93	104	89	96	97
Cc1ccc(S(=O)(=O)N/N=C\c2ccc(N(CCCl)CCCl)cc2)cc1	99	77	·	95	101	101	100	79	87
CN1C(=O)C(=Cc2cn(Cc3ccccc3)c3ccccc23)C(=O)N(C)C1=O	71	85	50	103	-7.0*	82	102	90	80
CC(=O)C(c1c(O)c2ccccc2oc1=O)c1cc(=O)oc2c1ccc1ccccc12 (stereo not given)	110	86	101	115	99	104	109	99	99
COc1ccc2c(c1)c(C1(O)CC(CSC#N)OC1=O)cn2C(=O)c1ccc(Cl)cc1 (stereo not given)	108	96	101	114	99	95	98	99	105
CCOP(=O)(OCC)N(CCCSC/C=C(\C)CC/C=C(\C)CCC=C(C)C)CCCN1CCN(C)CC1	89	52	85	95	97	92	65	86	81
COC(=O)[C@@H](C)C[C@H](Cc1ccccc1)NC(=O)c1csc([C@@H](C[C@H](C(C)C)N(C)C(=O)[C@@H](NC(=O)[C@H]2CCCCN2C)C(C)C)OC(C)=O)n1	-24*	7.8*	45	10	26	13	4.5*	23	23

Other results.
SMILES	OVCAR-3	PC-3	OVCAR-4	DU-145	OVCAR-5	HCC-2998	KM12	OVCAR-8	SW-620
CCc1cccc(CC)c1NC(=NCCN1CC1)Nc1c(CC)cccc1CC	57	53	64	71	109	88	78	70	64
CC(=O)OCC(=O)OC1CCC2C3CCC4=CC(=O)CCC4(C)C3CCC12C (stereo not given)	113	88	91	106	100	120	112	102	101
CN1C2CCC1[C@@H](COC(=O)c1ccccc1)[C@@H](O)C2 (stereo not given in full)	111	100	103	112	106	105	103	103	111
COc1cc2c(c(OC)c1OC)-c1ccc(O)cc1[C@@H](NC(C)=O)CC2	-31*	·	19	-36*	41&33	8.2*!	-32*	11&16	21&22
NCCc1cc(O)c(O)cc1O	111	82	99	112	·	103	97	98	109
Cc1nc(N)n[nH]1	107	109	·	114	106	107	105	115	109
Cc1ccc2c(c1)NP(=S)(Oc1ccccc1)N2 (stereo not given)	133	105	104	127	110	107	120	107	106
C[C@]12CCc3sc(NCCc4ccccc4)nc3C1=CC[C@@H]1[C@@H]2CC[C@]2(C)C(=O)CC[C@@H]12	6.4*	39	74	34	100	106	75	72	35
c1ccc(CCN2CCCCC2Cc2ccccc2)cc1 (stereo not given)	103	103	115	·	83	84	103	106	107
Cn1c(=O)c2c(nc(-c3ccc(N(CCCl)CCCl)cc3)n2C)n(C)c1=O	107	81	73	110	125	106	96	100	106
c1ccc2nc3c(cc2c1)CNC3	107	101	95	114	86	95	105	87	103
NC(=S)N=C(N)N	111	102	114	112	96	103	100	106	108
CCCCOP(=O)(CCCC)OCCCC	·	98	113	·	104	105	·	99	108
CC(C#N)N1CCN(c2ccc(Cl)cc2)CC1 (stereo not given)	113	82	99	114	98	98	99	93	102
CCCC(=O)N(C)C1=Nc2ccc(Cl)cc2C(c2ccccc2)=[N+]([O-])C1	107	·	89	99	90	·	106	95	99
O=[N+]([O-])c1ccccc1-c1ccccc1	108	81	131	116	96	98	105	107	105
O=C(/C=C/c1cccc(Br)c1)c1nc2ccccc2n1Cc1ccc(F)cc1	22	24	55	30	54	25	41	28	·
O=C1C2C3CCC(O3)C2C(=O)N1CCO (stereo not given)	110	·	102	119	100	98	109	107	105
NC(=O)NC(=O)CCl	88	70	86	101	111	96	92	110	97
CN(N=O)C1CCS(=O)(=O)C1 (stereo not given)	106	94	108	106	61	i	95	100	93
CCC1(NC(=O)c2cc(F)c(F)c(F)c2F)C(=O)NC(=O)N(C(C)C)C1=O (stereo not given)	138	93	85	143	109	-56*	139	79	63
CO[C@H]1CC[C@@]2(C)C(=CC[C@@H]3[C@@H]2CC[C@]2(C)C(=O)C(=O)C[C@@H]32)C1	105	84	113	116	103	109	111	93	100
COc1cccc(CCN)c1	118	103	101	116	101	102	109	96	109
O=C1NC(=O)C(=Cc2ccc(OCCCCC3CCCCC3)c(Cl)c2)C(=O)N1	106	88	105	106	99	102	104	101	98
O=S(=O)(Cc1ccccc1)C(Br)Br	110	92	77	119	101	108	113	93	97
Nc1c(Br)cc([N+](=O)[O-])cc1[N+](=O)[O-]	108	102	107	101	106	102	105	98	103
Cc1cccc(C)c1OP(=O)(Oc1c(C)cccc1C)Oc1c(C)cccc1C	·	68	93	·	108	89	·	93	87
O=[N+]([O-])c1csc([N+](=O)[O-])c1	114	96	112	110	103	100	115	91	106
COc1cc(NC(=O)CN(CCCl)CCCl)cc(OC)c1OC	106	78	96	115	106	90	108	83	76
Cc1coc2c1CCC(C)C2 (stereo not given)	90	88	113	112	95	92	84	107	106
C[C@]12CC[C@H]3[C@@H](C[C@@H]4SC(c5ccc(F)cc5)=N[C@@]45CC(=O)CC[C@]35C)[C@@H]1CCC2=O	103	97	114	110	112	107	92	102	99
c1ccc2c(c1)sc1ccccc12	116	85	105	110	96	97	103	101	106
CN(C)COC(=S)SP(=O)(Oc1ccccc1)SC(=S)OCN(C)C	96	89	104	104	121	114	92	116	102
CC(C)CN(CC(C)C)CC(O)c1ccc(Br)cc1 (stereo not given)	105	95	102	114	95	100	101	105	88
N#CCCCCCBr	114	·	103	109	95	107	108	94	100
N[C@H](C[C@H]1CC(Br)=NO1)C(=O)O	118	78	97	112	106	104	106	107	110
CC(N)C(O)c1ccc(O)cc1 (stereo not given)	110	102	·	112	87	94	106	100	103
OC1CCCCC1N1CCC(c2ccccc2)CC1 (stereo not given)	106	91	109	112	107	93	104	103	99
